# All columns: NCI-60 one-dose screen, growth in % after 48 h at 10 µM unless noted; 100 = growth as untreated, 0 = no growth, -100 = all killed.
# MALME-3M: MALME-3M melanoma; actives 5.8% (n = 78,000); AID 1794766
# A549/ATCC: A549/ATCC NSCLC; actives 3.7% (n = 81,000)
# EKVX: EKVX NSCLC. actives 3% (n = 71,000). AID 1794765
# UACC-62: UACC-62 melanoma | AID 1794756 | actives 5.4% (n = 81,000)
# SK-MEL-5: SK-MEL-5 melanoma; actives 6.4% (n = 80,000); AID 1794755
# SK-MEL-2: SK-MEL-2 melanoma | AID 1794763 | actives 4.7% (n = 77,000)
# UACC-257: UACC-257 melanoma | actives 4.4% (n = 78,000)
# M14: M14 melanoma. actives 6.2% (n = 80,000). AID 1794745
# * marks the source's active call; other numbers are inactive results; x = not tested or not shown; [ ] = remark or other dose. How the source made its calls: active means growth percent below 10; inactive means the rest.
SMILES,MALME-3M,A549/ATCC,EKVX,UACC-62,SK-MEL-5,SK-MEL-2,UACC-257,M14
CC(SC(C)C(=O)N/N=C/c1cccc(Cl)c1)C(=O)N/N=C\c1cccc(Cl)c1 (stereo unspecified),88.9,15.2,94.9,92.1,98.2,95.8,104.3,85.1
O=C(O)COCCOCC(=O)O,104.6,102.6,111.1,99.5,100.3,104.8,103.1,105.6
Fc1cnc(Nc2ccc(OCCN3CCCC3)cc2)nc1NCc1ccco1,90.7,38.0,90.4,88.9,93.3,76.1,71.7,91.6
COC(=O)c1c(C(=O)OC)c2c3ccccc3c3ccccc3n2c1C(C)=O,117.4,110.5,99.0,63.6,88.1,110.0,121.3,96.0
COc1cc2ccc(C(C)=O)cc2cc1OC,106.7,x,x,89.4,96.5,108.2,x,109.6
CC(=O)N1N=C(c2ccc(Cl)cc2)CC1c1sc(Cl)nc1Cl (stereo unspecified),94.8,78.5,x,83.3,89.5,84.9,91.9,94.6
O=c1[nH]cnc(CN2CCCCC2)c1O,134.3,106.0,105.2,103.9,103.5,109.5,116.6,112.6
CN1C(=O)N(C)C2Nn3c(s/c(=C\c4ccco4)c3=O)=NC21 (stereo unspecified),108.6,104.2,100.2,100.3,x,104.0,104.8,102.5
COc1ccc(-c2c(-c3ccccc3)nc3sc4cc(OC)ccc4n23)c(OC)c1,x,73.4,77.4,61.9,84.8,78.1,88.7,83.9
O=c1cc(-c2ccccc2)[nH]n1-c1ccccc1,111.0,99.7,114.4,94.4,103.7,109.2,90.6,113.3
COc1cc(C2NC(=O)NC(C)=C2C(=O)OC(C)C)cc(OC)c1OC (stereo unspecified),96.5,109.6,89.0,94.4,103.9,98.0,115.8,97.2
O=C(C[C@@H]1C(=O)Nc2ccccc2N1C(=O)c1ccccc1)Nc1ccc(F)cc1,x,69.5[100 µM],71.9[100 µM],77.1[100 µM],75.7[100 µM],88.6[100 µM],x,91.7[100 µM]
CC(=O)Nc1nc(C)c(C(=O)NNC(=S)NCc2ccccc2)s1,132.1,52.0,100.3,54.2,79.8,30.8,102.5,98.6
Cc1ccc2c(C)coc2c1,116.4,105.9,111.2,102.6,113.1,98.9,109.2,100.7
O=C1c2ccccc2C(=O)c2cc(Cl)ccc21,114.0,91.6,x,95.6,92.2,110.3,96.9,115.4
CCCSc1nc(Nc2ccc(/C(C)=N\NC(N)=S)cc2)c(C#N)c(-c2ccccc2)n1,97.9,43.7,74.4,97.1,80.2,87.9,105.2,99.6
COc1ccc(-c2c3ccccc3c(OC(C)=O)c3cc(OC)ccc23)cc1,103.3,80.4,87.0,88.5,103.2,77.9,77.6,81.8
CC(C)(C)n1cc(-c2ccnc(NCCNS(=O)(=O)c3cccc(F)c3)c2)c(-c2cccc(F)c2)n1,100.4,77.2,70.4,77.0,71.5,103.6,94.8,90.6
COc1ccc(-c2nc(-c3ccccc3C)c3c(-c4ccc(C(F)(F)F)cc4)c(-c4ccccc4)[nH]c3n2)cc1,96.5,106.5,98.6,88.7,102.3,101.5,108.3,94.5
Cc1cc(C)c2c(Cn3cc(CSc4nc5ccccc5o4)nn3)cc(=O)oc2c1,106.6,103.1,102.8,101.2,98.9,109.4,95.3,111.6
COC(=O)c1ccc2c(c1)nc(-c1ccc(Cl)cc1)n2-c1ccc(Cl)cc1,103.8,83.5,80.0,79.6,100.5,94.5,95.2,103.4
O=C(N/N=C/c1ccc(OCc2ccccc2)cc1)c1cnn2c1NC(c1ccccc1)C2 (stereo unspecified),88.6,101.5,110.5,91.8,99.4,93.5,104.3,94.9
O=C1/C=C/[C@@H](O)[C@@H]2C[C@@H](O)C[C@H]2/C=C/CCC[C@H](CCc2ccc3ncccc3c2)O1,-17.8*,19.2,3.0*,4.7*,-95.8*,-18.3*,19.3,6.5*
O=C1Cc2c(sc3c(F)cccc23)C(c2ccccc2[N+](=O)[O-])N1 (stereo unspecified),94.5,105.7,85.2,87.2,97.3,125.5,120.0,100.7
ClC1=C(Cl)C(Cl)=C(Cl)C1=Cc1ccccc1,-53.7*,-0.3*,-4.7*,-77.0*,-95.8*,-28.0*,-66.7*,-93.1*
COC(=O)c1cc(-c2cc3ccccc3o2)nn1-c1ccccc1,93.0,87.0,113.0,82.8,60.3,85.8,x,94.0
CCCCCCCCC/C=N/Nc1ccc([N+](=O)[O-])cn1,99.5,98.2,98.0,81.5,99.3,98.8,102.7,103.5
CCCCCCCCCCCCCCCCCCn1cc(COc2ccc(C=O)cc2)nn1,105.6,91.2,90.1,91.2,102.6,96.4,109.1,92.8
COc1ccc2oc(=O)cc(CC(=O)NCCc3c[nH]c4ccccc34)c2c1,94.4,100.0,100.5,84.0,97.3,98.4,99.4,85.9
C[C@@H]1CC[C@]2(C)[C@H](CC[C@@H]3O[C@@]32C)[C@@]1(C)CCc1ccoc1,105.5,74.0,99.9,90.5,100.6,102.5,84.5,98.6
CCCCOC(=O)c1ccc(NC(=O)C(C)N(CC)CC)cc1 (stereo unspecified),106.0,94.1,84.3,90.1,82.8,116.0,95.0,97.6
C#CC(OC(=O)N(C)C)(c1ccccc1)c1ccc(F)cc1 (stereo unspecified),142.3,75.0,115.6,86.2,112.4,102.1,87.8,128.8
OCC(O)C(O)C(O)C(O)c1nc2ccccc2s1 (stereo unspecified),129.2,107.7,x,106.5,109.9,120.9,108.4,107.4
O=S(=O)(NCCNc1cc(-c2cn(-c3ccccc3)nc2-c2cccc(O)c2)ccn1)c1cccc2ccccc12,71.6,60.6,58.4,76.4,48.2,103.3,x,72.4
CC(C)CCOB(OCCC(C)C)OCCC(C)C,93.8,94.4,114.6,93.5,101.4,108.3,98.3,106.0
CC1(C)C(O)NC(Cl)=C(C#N)C1(C#N)C#N (stereo unspecified),136.3,102.5,101.7,130.8,114.1,97.6,108.9,109.9
N#CC1=C(N)Oc2c(c(=O)[nH]c3ccccc23)C12C(=O)c1cccc3cccc2c13 (stereo unspecified),108.3,102.6,107.9,101.0,100.6,110.1,101.8,98.9
CNN(C)c1c(C)cc(C)cc1C,95.3,103.9,103.1,121.9,108.9,109.5,103.8,x
CO/N=C(/C(=O)N[C@@H]1C(=O)N2C(C(=O)O)=C(CSc3nc(=O)c(=O)[nH]n3C)CS[C@H]12)c1csc(N)n1,99.7,105.2,101.5,107.2,102.4,106.6,105.9,99.4
COc1cc(/C=C/C(=O)C2=C(/C=C/c3ccc(O)c(OC)c3)NC(=O)NC2c2ccc(Cl)cc2)ccc1O (stereo unspecified),111.5,84.9,x,98.0,x,116.0,92.8,99.8
C#CCn1cc(-c2nc3ccccc3[nH]2)c2cccnc21,98.1,97.6,92.3,87.0,89.9,89.5,105.0,101.5
COc1c(C)cnc(CSc2nc(-c3ccc(F)cc3)cn2-c2ccc(Cl)cc2)c1C,100.5,84.2,81.7,75.6,99.5,92.5,99.5,x
N#CC(C#N)=C(O)/C(=C/c1ccc(Cl)cc1Cl)NC(=O)c1ccccc1,81.9,103.2,80.9,78.3,38.7,56.3,90.8,92.1
COc1ccc2c(-c3cc4c(oc3=O)-c3ccccc3OC4OC(C)=O)cc(=O)oc2c1 (stereo unspecified),62.4,79.0,80.9,85.6,84.6,89.4,x,76.3
CCN(CC)CCOC(=O)c1c(C)c(C)c(C)c(C)c1C,106.2,104.0,105.2,84.3,95.5,82.1,106.4,85.8

# A second format for part of the listing above.
smiles	MALME-3M	A549/ATCC	EKVX	UACC-62	SK-MEL-5	SK-MEL-2	UACC-257	M14
CCCCCCCCC/C=N/Nc1ccc([N+](=O)[O-])cn1	99.5	98.2	98.0	81.5	99.3	98.8	102.7	103.5
CCCCCCCCCCCCCCCCCCn1cc(COc2ccc(C=O)cc2)nn1	105.6	91.2	90.1	91.2	102.6	96.4	109.1	92.8
COc1ccc2oc(=O)cc(CC(=O)NCCc3c[nH]c4ccccc34)c2c1	94.4	100.0	100.5	84.0	97.3	98.4	99.4	85.9
C[C@@H]1CC[C@]2(C)[C@H](CC[C@@H]3O[C@@]32C)[C@@]1(C)CCc1ccoc1	105.5	74.0	99.9	90.5	100.6	102.5	84.5	98.6
CCCCOC(=O)c1ccc(NC(=O)C(C)N(CC)CC)cc1 (stereo unspecified)	106.0	94.1	84.3	90.1	82.8	116.0	95.0	97.6
C#CC(OC(=O)N(C)C)(c1ccccc1)c1ccc(F)cc1 (stereo unspecified)	142.3	75.0	115.6	86.2	112.4	102.1	87.8	128.8
OCC(O)C(O)C(O)C(O)c1nc2ccccc2s1 (stereo unspecified)	129.2	107.7	x	106.5	109.9	120.9	108.4	107.4
O=S(=O)(NCCNc1cc(-c2cn(-c3ccccc3)nc2-c2cccc(O)c2)ccn1)c1cccc2ccccc12	71.6	60.6	58.4	76.4	48.2	103.3	x	72.4
CC(C)CCOB(OCCC(C)C)OCCC(C)C	93.8	94.4	114.6	93.5	101.4	108.3	98.3	106.0

# Next section.
SMILES,MALME-3M,A549/ATCC,EKVX,UACC-62,SK-MEL-5,SK-MEL-2,UACC-257,M14
Cc1ccc(NC(=O)N/N=c2\cc(C)c3ccc(O)cc3o2)cc1,102.4,94.7,110.6,86.7,105.3,103.3,89.9,101.5
CN(C)c1nc2c([nH]1)c(=O)n(C)c(=O)n2C,101.2,92.2,104.2,104.5,101.4,98.7,87.8,108.2
Cc1cc(C)nc(SCC(=O)Nc2ccc(-c3nc4ccccc4[nH]3)cc2)n1,103.3,99.2,105.7,86.8,97.7,99.4,105.2,112.7
O=C(NCc1cccc(CNC(=O)Nc2nc3ccccc3[nH]2)c1)Nc1nc2ccccc2[nH]1,-74.2*,-42.5*,11.0,-15.9*,-46.5*,-11.8*,-54.1*,-77.4*
Sc1c(Br)cc(Br)cc1Br.[Ag],x,98.2,x,116.0,99.9,91.8,96.6,103.3
CCCCNC(=O)Cc1c(-c2ccc(OC)cc2)oc2c(OC)c3c(c(OC)c12)OCO3,105.5,96.8,97.8,78.3,96.5,109.0,109.9,100.1
OCCNc1ncnc2cc(Cl)ccc12,97.1,106.2,94.1,90.7,88.7,112.4,100.9,99.7
Cn1ccc(=Nc2ccc(NC(=O)c3ccc(N=c4ccn(C)c5ccc([N+](=O)[O-])cc45)cc3)cc2)cc1,61.9,65.5,77.5,70.1,89.8,91.1,86.9,76.8
O=C(c1ccc2nc(NS(=O)(=O)c3ccc4ccccc4c3)sc2c1)N1CCN(c2ccc(Cl)c(Cl)c2)CC1,106.1,86.4,106.0,97.9,101.4,97.7,95.5,95.0
Cc1ccc(C(=O)/C=C/c2ccc3c(c2)OCO3)cc1,129.5,96.5,98.1,108.9,100.5,x,109.1,106.2
CCc1cccc(CC)c1-n1nnc(C(=O)c2ccccc2)c1C(=O)OC,85.5,90.0,65.9,68.9,91.6,135.4,95.6,85.6
Cc1ccc(C2CC(c3ccc(NC(=S)Nc4ccccc4)cc3)=NN2c2ccc(S(N)(=O)=O)cc2)cc1 (stereo unspecified),-0.1*,15.1,9.1*,17.0,27.9,13.4,36.6,19.0
COc1cc(Cn2cc(C#N)c(N)c2C(=O)c2ccc(Br)cc2)cc(OC)c1OC,98.2,102.8,84.1,88.4,92.7,107.5,112.4,105.9
COc1cc(C(=O)NNC(=O)c2ccc(NC(=O)CC#N)cc2)cc(OC)c1OC,97.6,76.3,104.1,101.3,107.2,95.1,72.0,110.5
Cc1ccn2c(C(=O)c3ccc(Br)cc3)cc(C(=O)/C=C/c3ccc(N(C)C)cc3)c2c1,126.8,104.2,94.3,83.0,99.8,106.4,106.8,104.7

# Single records, from the list above:
# Results for COc1cc(C(=O)NNC(=O)c2ccc(NC(=O)CC#N)cc2)cc(OC)c1OC = MALME-3M: 97.6; A549/ATCC: 76.3; EKVX: 104.1; UACC-62: 101.3; SK-MEL-5: 107.2; SK-MEL-2: 95.1; UACC-257: 72.0; M14: 110.5
# Results for CN(C)c1nc2c([nH]1)c(=O)n(C)c(=O)n2C = MALME-3M: 101.2; A549/ATCC: 92.2; EKVX: 104.2; UACC-62: 104.5; SK-MEL-5: 101.4; SK-MEL-2: 98.7; UACC-257: 87.8; M14: 108.2

# Next compounds
SMILES,MALME-3M,A549/ATCC,EKVX,UACC-62,SK-MEL-5,SK-MEL-2,UACC-257,M14
COc1ccc(NC(=O)C2=C(C)NC(=O)N(C)C23C(=O)Nc2ccccc23)cc1 (stereo unspecified),89.5,102.8,x,102.6,103.1,103.4,115.2,93.4
CO[C@@H](C)Cn1c(=O)n(C)c2cnc3ccc(-c4cncc(C(C)(C)O)c4)cc3c21,-36.0*,-11.7*,4.5*,-37.6*,-96.5*,x,-16.6*,3.8*
COc1ccc2oc3cc(Cl)ccc3c(=O)c2c1,96.2,x,39.1,83.4,87.7,x,x,144.2
Nc1ncc(C#Cc2cncc(NC(=O)c3cncc(C(F)(F)F)c3)c2)c2cccnc12,79.3,90.0,116.7,85.8,75.6,38.0,100.6,70.4
O=S1(=O)CC(O)C1,107.8,107.7,x,104.9,99.8,142.0,93.0,100.2
O=C1/C(=C\c2cccc([N+](=O)[O-])c2)Sc2ccc(Cl)cc21,77.6,106.9,95.8,70.6,92.0,87.7,106.4,95.6
COc1ccccc1/C=N/N1CCCCCC1,114.1,x,104.0,91.3,99.7,131.7,115.2,101.3
Cc1nc2ccc(Br)cn2c1-c1nnc(SCc2ccc([N+](=O)[O-])cc2)o1,116.0,96.2,102.8,84.1,96.3,108.2,103.0,107.3
O=C(c1cccc([N+](=O)[O-])c1)c1cccc([N+](=O)[O-])c1,95.7,97.3,102.1,97.8,105.5,98.5,101.9,96.2
COc1cc(C2CC(c3ccc(Cl)cc3)=NN2)ccc1Oc1nc2c(c(=O)n(C)c(=O)n2C)n1C (stereo unspecified),107.8,89.1,95.5,82.0,85.1,103.4,95.2,99.9
CCOC(=O)/C(C#N)=C/c1cccc(Br)c1,143.5,111.1,124.6,105.7,110.5,98.6,107.1,119.6
Cc1ccc(S(=O)(=O)N\N=C2/C=C\C(=N\NS(=O)(=O)c3ccc(C)cc3)CCc3ccc(cc3)CC2)cc1,92.4,98.4,x,89.7,98.2,81.9,96.1,95.9
O=NN(CCCl)C(=O)NC1CCC(NC(=O)N(CCCl)N=O)CC1 (stereo unspecified),89.2,89.9,x,79.3,93.9,106.3,92.9,97.0

# From PubChem
